Screening results from PubChem.
Coupling enz: qHTS Assay for Inhibitors of Fructose-1,6-bisphosphate Aldolase from Giardia Lamblia: Coupling assay counterscreen; 290,000 compounds, 0.67% hits; AID 2472, 2010; coupling enzyme system counterscreen, AmpLite Red fluorescence; activity change, negative = inhibition, % at 58.2 µM, hits read low; in the data active = activity change below about -30%; also: % is scaled to controls: 0 for no effect and ±100 for the full control effect
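Fluorescence at 525 nm excitation and 598 nm emission measured inhibition of the coupled detection system without aldolase. Compounds (at 57.5 uM final) were preincubated 10 min at room temperature with coupling enzyme reagent before a 20 min substrate/AmpLite Red step.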
Tb PFK inh: qHTS Assay to Find Inhibitors of T. brucei phosphofructokinase; 330,000 compounds, 0.17% hits; T. brucei PFK, ADP-Glo luminescence; Potency, µM (titrated, usually from 57.5 µM), for the others: at the highest dose activity, negative = inhibition, most hits filed as inhibitors; ATP-dependent 6-phosphofructokinase (Trypanosoma brucei brucei), O15648;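 also: potency is read from the fitted curve at half-maximal effect; 0% = uninhibited 1x PFK enzyme wells and -100% = no-enzyme wells; nearly all actives have a fitted effect of over 60% in size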
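1.25 nM PFK with 0.5 mM F6P and 0.1 mM ATP in 0.1 M TEA pH 8.0, 5 mM MgCl2, incubated 45 min at room temperature; ADP measured by ADP-Glo luminescence; compounds titrated up to 57 uM.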
Giardia killer: Small Molecules that selectively kill Giardia lamblia: qHTS. Giardia lamblia trophozoite viability. activity change, % at 7.66 µM, hits read low. 340,000 compounds, 0.15% hits; in the data active = activity change below about -80%; inconclusive = between about -30% and that limit;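 also: parasites exposed to compound for two days anaerobically before the ATP read; % is scaled to controls: 0 for no effect and ±100 for the full control effect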
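Trophozoites 100 cells/well + cpd; 48 hrs, 37 deg C, anaerobic. ATPLite 1-Step added, 15-30 min RT, luminescence read (ATP-based viability).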
S-ASM inh: Inhibitors of Secretory Acid Sphingomyelinase (S-ASM): qHTS. placental ASM, HMU-PC fluorogenic substrate, 60 min. Potency, µM (top dose mostly 57.5 µM), for the others: at the highest dose activity change, negative = inhibition, hits mostly inhibitors. 340,000 compounds, 0.006% hits; also: potency is read from the fitted curve at half-maximal effect
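qHTS format. ASM enzyme prepared from human placenta hydrolyses the fluorogenic substrate HMU-PC0 (9 uM final) over 60 min at 37 °C after a 10 min compound preincubation.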
Menin-MLL TR inh: qHTS Assay for Inhibitors Targeting the Menin-MLL Interaction in MLL Related Leukemias: Competition With Texas Red Labeled MLL-derived Mutant Peptide; O00255; Menin + Texas Red MLL mutant peptide, fluorescence polarization; 270,000 compounds, 0.23% hits; Potency, µM (series often up to 61.6 µM), for the others: at the top dose FP activity change, negative = inhibition, usual class: inhibitors; AID 1768, 2009; active = well fitted inhibition curve with a large enough effect in the polarisation, with a control signal flat, not every such curve was filed as active; inconclusive = small, poorly fitted or top-dose-only effect, or effect the other way, or a change in a side signal; inactive = no such curve, though single readings can be large or run the other way; the % refers to the polarisation; also: potency is read from the fitted curve at half-maximal effect; % of control where 0% means no effect; many of its hits are not listed in these tables
Target sequence (O00255 whole entry, looked up): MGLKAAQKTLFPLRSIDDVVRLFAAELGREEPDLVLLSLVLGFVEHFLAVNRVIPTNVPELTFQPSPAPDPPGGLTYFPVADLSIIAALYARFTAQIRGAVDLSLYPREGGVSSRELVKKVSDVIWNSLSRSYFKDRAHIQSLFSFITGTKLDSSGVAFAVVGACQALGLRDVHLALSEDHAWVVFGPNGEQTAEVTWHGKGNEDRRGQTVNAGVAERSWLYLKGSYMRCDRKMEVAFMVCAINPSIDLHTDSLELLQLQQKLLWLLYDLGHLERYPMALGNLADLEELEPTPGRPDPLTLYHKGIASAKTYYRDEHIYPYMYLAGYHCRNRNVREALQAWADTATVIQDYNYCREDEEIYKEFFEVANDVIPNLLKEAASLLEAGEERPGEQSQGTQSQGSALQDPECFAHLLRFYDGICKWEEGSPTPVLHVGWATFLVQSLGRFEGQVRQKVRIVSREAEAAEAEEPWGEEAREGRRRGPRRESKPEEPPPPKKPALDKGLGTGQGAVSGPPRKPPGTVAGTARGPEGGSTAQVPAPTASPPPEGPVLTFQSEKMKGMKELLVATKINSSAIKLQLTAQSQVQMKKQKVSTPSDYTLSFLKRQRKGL
B2AR arrestin: qHTS assay of beta-arrestin-biased ligands of beta2-adrenergic receptor. beta-arrestin recruitment to beta2AR, cell-based reporter. 330,000 compounds, 0.02% hits. Potency, µM (highest dose often 46.1 µM), for inactives: top-dose activation, most hits filed as activators. AID 492947, 2010. Beta-2 adrenergic receptor (Homo sapiens), P07550;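 also: potency is read from the fitted curve at half-maximal effect; 0% = DMSO controls and full agonism = EC100 isoproterenol or metaproterenol; nearly all actives have a fitted effect of over 65% in size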
TSG101-PTAP inh: qHTS Assay for Iinhibitors of HIV-1 Budding by Blocking the Interaction of PTAP/TSG101; Fluorescence polarization, FITC-PTAP peptide / Tsg101 binding; Potency, µM (doses to about 115 µM), inactives show top-dose activity change, negative = inhibition, actives largely listed as inhibitors; 340,000 tested, under 10 active; active = well fitted inhibition curve with a large enough effect in the main read-out, with a control signal flat, not every such curve was filed as active; inconclusive = small, poorly fitted or top-dose-only effect, or effect the other way, or a change in a side signal; inactive = no such curve, though single readings can be large or run the other way; also: potency is read from the fitted curve at half-maximal effect; % of control where 0% means no effect
Target sequence (Q99816 whole entry, looked up): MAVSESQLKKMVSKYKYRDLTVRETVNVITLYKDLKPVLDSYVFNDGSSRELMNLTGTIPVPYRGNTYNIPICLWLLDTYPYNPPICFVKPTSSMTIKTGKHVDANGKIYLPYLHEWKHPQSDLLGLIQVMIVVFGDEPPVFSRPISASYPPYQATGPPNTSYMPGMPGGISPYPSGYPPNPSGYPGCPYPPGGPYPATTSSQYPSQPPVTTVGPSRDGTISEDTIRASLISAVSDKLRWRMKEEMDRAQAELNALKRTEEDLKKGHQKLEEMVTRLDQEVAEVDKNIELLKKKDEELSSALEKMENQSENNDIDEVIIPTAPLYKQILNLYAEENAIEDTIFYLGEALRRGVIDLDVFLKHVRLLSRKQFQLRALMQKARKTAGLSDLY
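Fluorescence anisotropy tracks displacement of a FITC-tagged PTAP peptide (50 nM) from the Tsg101 binding domain (10 uM), following a 20 min room-temperature incubation at pH 7.5.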
GALK inhibitor: qHTS Assay for Inhibitors of Human Galactokinase (GALK). Potency, µM (series often up to 57.5 µM), for the others: at the highest dose activity change, negative = inhibition, hits mostly inhibitors. P51570. 270,000 compounds, 0.007% hits. Purified GALK, Kinase-Glo residual ATP luminescence. AID 1868, 2009; also: potency is read from the fitted curve at half-maximal effect; % is scaled to controls: 0 for no effect and ±100 for the full control effect
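Galactose (100 uM) and ATP (35 uM) were turned over by 5 nM GALK for 1 h at RT. Kinase-Glo Plus then converted the remaining ATP into a luminescent signal.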
a7 integrin act: qHTS for Activators of Integrin-Mediated Alleviation for Muscular Dystrophy | alpha7betagal myoblasts, beta-gal FDG fluorescence, 48 h | 350,000 compounds, 0.064% hits | AID 624291, 2012 | Potency, µM (titrated, usually from 38.3 µM), without a hit: top-dose activation, most hits filed as activators;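 also: potency is read from the fitted curve at half-maximal effect; 100% = response of the positive control SU9516; nearly all actives have a fitted effect of over 60% in size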
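Alpha7betagal+/- myoblasts (passage 13) were plated 16-24 hr, then exposed to compounds (1:260 dilution of DMSO stock) for 48 hours at 37C. After MPER lysis, β-galactosidase reporter activity was read as FDG fluorescence (ex 480/em 540) after 30 minutes.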
PKM2 activator: qHTS Assay for Activators of Human Muscle isoform 2 Pyruvate Kinase; Pyruvate kinase PKM (Homo sapiens), P14618; purified PKM2, Kinase-Glo ATP luminescence, activation; response scale: 0% is enzyme alone, no compound; Potency, µM (series often up to 57.5 µM), for the others: top-dose activation, actives largely listed as activators; 260,000 compounds, 0.34% hits; also: potency is read from the fitted curve at half-maximal effect; % is scaled to controls: 0 for no effect and ±100 for the full control effect; nearly all actives have a fitted effect of over 55% in size
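Purified hPK-M2 (>95% pure) converted ADP (0.1 mM final) to ATP with 0.5 mM PEP in 50 mM imidazole pH7.2, KCl, MgCl2, Tween 20, BSA; 1 h at room temperature. ATP detected by Kinase-Glo luminescence.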
BCR signal inh: qHTS Assay to Find Inhibitors of Chronic Active B-Cell Receptor Signaling; ABC-DLBCL IkBa-CBG/CBR reporter, luminescence ratio, 4 h; Potency, µM (titrated, usually from 46.1 µM), for the others: at the highest dose ratio change, negative = lower green/red ratio, most hits filed as inhibitors; 340,000 compounds, 0.05% hits; AID 493014, 2011; active = well fitted inhibition curve with a large enough effect in the signal ratio, with a control signal flat, not every such curve was filed as active; inconclusive = small, poorly fitted or top-dose-only effect, or effect the other way, or a change in a side signal; the % refers to the signal ratio;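 also: potency is read from the fitted curve at half-maximal effect; plate controls were basal doxycycline-induced cells for no effect and cells given 10 µM MG132 for full effect; MG132 reads +100%, hits lower the ratio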
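Doxycycline induced both beetle luciferases in TMD8 lymphoma cells; IKK-driven degradation limits the IkappaBalpha-fused green signal, while red luminescence normalises for cell number and nonspecific effects. Compounds tested up to 46 uM, 4 hrs.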
Starred values were filed as active, the others as inactive; ? = inconclusive; · = not tested or not shown; & = joins results of further samples; [ ] = remark or other dose. Unless noted, calls follow the shape of the dose curve; as a rule, active = well fitted curve in the direction sought with a large enough effect; inconclusive = small, poorly fitted or top-dose-only effect, or another doubt; inactive = no such curve, though single readings can be large; an effect the other way counts as inactive or inconclusive. The list is partial; the hit share may differ from the screen's.

SMILES | Coupling enz | Tb PFK inh | Giardia killer | S-ASM inh | Menin-MLL TR inh | B2AR arrestin | TSG101-PTAP inh | GALK inhibitor | a7 integrin act | PKM2 activator | BCR signal inh
CNC(=O)Cn1c(=O)n(C)c2ccccc21 | 1 | -6% | -9 | 0% | 17% | -2.0% | -6% | 1% | 14% | -3% | 11%
Cc1c(C)n(CC(O)CN2CCCCC2)c2ccccc12 (stereo not drawn) | 3 | 0% | -4 | 0% | -3% | -0.3% | -2% | 3% | -20% | -4% | -3%
CC1CCN(C(=O)c2[nH]cnc2C(=O)NCC(=O)OC(C)(C)C)CC1 | 3 | 0% | 10 | -4% | 1% | 0.2% | -5% | · | 21% | 1% | 1%
O=C(NCc1ccccc1)c1nnc(CS(=O)(=O)c2ccccc2)o1 | -1 | -4% | -2 | 6% | 5% | -0.3% | 2% | · | 1% | 7% | 8%
CC1(/[N+]([O-])=C\c2ccccc2F)CCCCC1=O (stereo not drawn) | 0 | -1% | 9 | 0% | · | 0.0% | 0% | 0% | 8% | -4% | 4%
OCCN1CCN(CC(O)COc2ccc3ccccc3c2)CC1 (stereo not drawn) | -7 | 1% | 7&-9 | 3%&-1% | -26% | 0.2% | -1%&-2% | 0% | 17%&13% | -21% | 14%
O=C(NCc1nc2ccccc2[nH]1)C1=C[C@@H](c2ccc(Br)cc2)C[C@@H](OCCCCO)O1 | 1 | -1% | 12 | -19% | 5% | -0.2% | 2% | -3% | -13% | 4% | 2%
CCOc1cc(S(=O)(=O)N2CCC(Cc3ccccc3)CC2)c(OCC)cc1-n1cnnn1 | -2 | 1% | -1 | -3% | 0% | -0.2% | -11% | 0% | 5% | ? | 1%
CC(Sc1ccc(Cl)cc1)C(=O)N(C)CC(=O)Nc1ccc(N2CCOCC2)cc1 (stereo not drawn) | · | 1% | -3 | -2% | · | -2.2% | -2% | · | -23% | · | -8%
O=C(/C=C/c1ccc2c(c1)OCO2)Nc1nc2ccc(F)cc2s1 | -4 | 0% | 18 | 17% | · | 0.2% | -6% | 0% | 14% | -5% | 30%
CC(C)CCNC(=O)C1CCN(S(=O)(=O)c2ccc3c(c2)CCC(=O)N3)CC1 | 0 | 3% | 32[activator] | 13% | -1% | 0.0% | 3% | 3% | -5% | 0% | ?
OCCC1CN(Cc2cccc3nccnc23)CCN1Cc1ccc(F)cc1 (stereo not drawn) | -1 | 0% | 0 | 4% | · | 0.4% | -10% | 0% | 4% | -3% | 1%
O=C(NCCCN1CCOCC1)c1cccnc1SCc1ccccc1Cl | 6 | 1% | -11 | 1% | 3% | 0.0% | 0% | 0% | -4% | -12% | -18%
C=CCn1c(C)cc(C2=NNC(=Nc3ccc(C)cc3)SC2)c1C | 0 | -9% | 24 | -3% | 7% | -0.1% | -5% | 12% | -38% | · | -2%
O=C(Nc1ccc(F)cc1)Nc1ccc([N+](=O)[O-])cn1 | -2 | 1% | 0 | 2% | 2% | 0.1% | -4% | 0% | -2% | -1% | 22%
COc1ccc(C2c3cc(OC)c(OC)cc3CCN2C2CC(=O)N(c3ccccc3)C2=O)cc1OC (stereo not drawn) | -1 | -4% | -1 | 1% | 2% | 5.8% | -4% | -1% | 8% | -5% | ?
Cc1[nH]n(C(N)=S)c(=O)c1N=Nc1cccc([N+](=O)[O-])c1C | 4 | 5% | -18 | -6% | ? | -0.4% | -2% | -6% | ? | -2% | ?
CCCCCCCC(=O)NN1CCOCC1 | 1 | 0% | -5 | 1% | 18% | 0.5% | -4% | -4% | 11% | -1% | -7%
COC(=O)c1ccc(-n2cnc3ccccc32)nc1 | 0 | -3% | 7 | -1% | -1% | -0.2% | -1% | 10% | ? | 1% | 6%
Fc1ccccc1COc1ccc(/C=N/n2cnnc2)cc1 | -2 | 4% | -7 | -6% | 2% | 0.2% | -3% | -1% | -4%[7.66 µM] | ? | -7%
Cn1c(SCC(=O)N2CCCC2)nnc1-c1ccc2c(c1)OCO2 | 2 | 1% | 4 | 0% | -7% | -0.6% | -6% | 0% | 4% | 1% | 6%
Cc1ccc(S(=O)(=O)N(C)C)cc1NC(=O)/C=C/c1cccs1 | -7 | 0% | -14 | -2% | 10% | -1.6% | -2% | 0% | 0% | 1% | ?
CC1(C(=O)N/N=C/c2ccccc2)CC1(Cl)Cl (stereo not drawn) | -5 | 3% | -7 | -1% | 13% | 0.5% | 2% | -3% | 5% | -4% | 1%
CN(C)C(CNC1CC(C)(C)NC(C)(C)C1)c1cccc(F)c1 (stereo not drawn) | 1 | -2% | 5 | 7% | -16% | 0.0% | -9% | 1% | -54%[inhibitor] | 12% | -16%
CCc1ccc(-c2nc(SCC(=O)N(CCOC)c3c(N)n(Cc4ccccc4)c(=O)[nH]c3=O)n[nH]2)cc1 | · | 0% | -10 | 0% | · | -0.6% | -5% | -6% | 0% | -6% | 5%
C#Cc1ccc(C(=O)NCc2ccc(N3CCCC3=O)cc2)cc1 | 6 | -22% | 5 | 2% | ? | -0.2% | -3% | -1% | -21% | 8% | -11%
CCN1C(=O)NC(c2cc(Br)ccc2OC)C(C(=O)OC)=C1C (stereo not drawn) | -1 | -10% | 5 | -3% | -16% | 3.0% | -9% | -5% | -2% | -20% | 10%
O=C(CSc1n[nH]c(=O)n1-c1cccnc1)Nc1ccccc1Cl | · | -7% | -5 | · | · | 0.3% | 1% | 0% | -2% | -5% | 3%
O=C(Nc1ccc2c(c1)OCCO2)c1ccccn1 | 0 | -12% | ? | 1% | -2% | -0.2% | -6% | 14% | 25% | -61% | ?
CCOC(=O)C1CCCN(c2oc(-c3ccc(F)cc3)nc2C#N)C1 (stereo not drawn) | 0 | -5% | 10 | 4% | -1% | 0.0% | 1% | 15% | 14% | 0% | 0%
N#CCC(CNc1ncc(C(F)(F)F)cc1Cl)OC(=O)c1ccc(Cl)cc1Cl (stereo not drawn) | -5 | 4% | 12 | -17% | 16% | -0.4% | -6% | -1% | -42%[inhibitor] | 0% | -2%
CC(C)c1ccc(NC2CCCN(C(=O)c3cccnc3)C2)cc1 (stereo not drawn) | · | -1% | -6 | 3% | · | -0.1% | -6% | 4% | 6% | 2% | 1%
COc1ccc(/C=N/NC(=O)C(=O)/C=C2\NC3(CCCC3)Cc3ccccc32)cc1 | 0 | 9% | 7 | -30% | 27% | -0.3% | 1% | -4% | 15% | 0% | ?
Cc1ccc2cc3cc(C(=O)NC4CCCCC4)oc3nc2c1 | · | 2% | -23 | -1% | · | 0.4% | -1% | 0% | -10% | · | -14%
Fc1ccc(NC(=S)NCCc2ccccc2)c(F)c1F | 2 | 8% | 18 | -2% | ? | 0.4% | 0% | -4% | -40%[inhibitor] | 6% | -17%
COc1ccc(CN(CC(=O)NCc2ccco2)C(=O)CCC(=O)Nc2ccccn2)cc1 | 0 | 2% | -15 | 3% | -10% | -0.8% | -3% | 0% | 4% | 17% | 2%
CC(C)NC(=O)Cn1c(SCC(=O)N2c3ccccc3CC2C)nc2ccccc21 (stereo not drawn) | 1 | 0% | 2 | -2% | -2% | -0.1% | -3% | 0% | -17% | 0% | 2%
CC(=O)N/C(=C/C(C)C)c1ccccc1 | · | -3% | -5 | -3% | · | 0.2% | -2% | · | -13% | · | -1%
Cc1ccc(OCc2nnnn2-c2ccccc2)cc1 | 4 | 5% | 28 | -4% | -25% | -0.4% | -1% | 1% | 22% | 4% | -15%
O=C1CN2C(=Nc3ccc(Br)cc3C2c2ccccc2)CCN1 (stereo not drawn) | 1 | 0% | 3 | 5% | -1% | -0.5% | -9% | -2% | 0% | -6% | 0%
Cc1ccc(C(=O)N2CC(C)SC2=Nc2cccc(S(=O)(=O)N(C)C)c2)cc1 (stereo not drawn) | -6 | 0% | 15 | -1% | 4% | -0.1% | 0% | -1% | 1% | -6% | -1%
